RAD54 inh – blocks human RAD54 Holliday junction branch migration | AID 602329 | inhibition, % at 10.4 µM | Q92698 | FAM/BHQ fluorescence | 360,000 compounds, 0.14% hits;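 active = mean normalized replicate activity at least 40 and at least half of replicates scoring 40 or more; inconclusive = only one of the two criteria met; inactive = mean below 40 and under half of replicates reaching 40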;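 also: 0% = median of neutral control wells and 100% = median of positive control wells; inhibitors cause a drop in the FAM fluorescence signal; in these data hits start at about 50%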
DENV2 CPE – protects cells from dengue virus 2 cytopathic effect; 350,000 compounds, 1.7% hits; DENV2-infected cells, cytopathic effect rescue, plate reader; CPE inhibition, % at 9.99 µM; in the data active = CPE inhibition above about 20%, passing the limit was not always enough; inconclusive = no clear call, values can overlap the other calls; tested in BHK-21 cells;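 also: 0% = median of neutral control wells and 100% = median of positive control wells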
E-sel inducer – induces E-selectin expression in human endothelial cells; AID 686992; activation, % at 7.58 µM; 260,000 compounds, 0.37% hits; P16581; HUVEC E-selectin immunofluorescence imaging; normalized: neutral wells 0, TNF-alpha wells 100;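 active = mean E-selectin-positive cell signal at least 10% of the positive control, reached in at least 60% of replicates, without over 20% cell loss; inconclusive = no rule given, readout overlaps actives, possibly toxicity-flagged; inactive = the rest, including those meeting only one limit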;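 also: in these data hits start at about 27%; measured in HUVEC primary endothelial cells; signal is the percent of cells scored E-selectin positive by PE staining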
Target sequence (P16581 whole entry, looked up): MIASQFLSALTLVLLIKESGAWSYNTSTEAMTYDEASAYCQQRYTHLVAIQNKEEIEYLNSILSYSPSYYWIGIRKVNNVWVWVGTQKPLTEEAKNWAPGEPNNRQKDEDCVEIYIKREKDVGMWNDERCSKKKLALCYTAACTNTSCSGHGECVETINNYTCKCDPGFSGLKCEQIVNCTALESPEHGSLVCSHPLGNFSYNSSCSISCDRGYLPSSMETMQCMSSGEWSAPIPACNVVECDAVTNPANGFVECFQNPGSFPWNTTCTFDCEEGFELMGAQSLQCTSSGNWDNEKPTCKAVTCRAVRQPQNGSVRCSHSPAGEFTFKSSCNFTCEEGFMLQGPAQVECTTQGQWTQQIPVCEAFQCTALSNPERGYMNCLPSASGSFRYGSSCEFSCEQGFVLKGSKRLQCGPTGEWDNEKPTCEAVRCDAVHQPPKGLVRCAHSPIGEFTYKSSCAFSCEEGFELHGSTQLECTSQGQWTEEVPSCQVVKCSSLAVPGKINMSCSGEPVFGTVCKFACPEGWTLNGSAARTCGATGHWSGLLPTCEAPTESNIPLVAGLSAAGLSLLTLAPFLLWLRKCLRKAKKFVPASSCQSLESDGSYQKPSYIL
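Material: HUVEC primary endothelial cells; Amount: 3,000 cells per well; Dosing: single concentration; Medium: EGM-2 growth medium on 0.1% gelatin-coated wells; Read-out basis: percent E-selectin-positive cells; Signal: immunofluorescence imaging; Control set: TNF-alpha, DMSO.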
GSIS activator – primary screen for activators of insulin secretion dependent on glucose, INS-1E cells, GLuc reporter luminescence | 370,000 compounds, 0.61% hits | AID 743287 | activation, % at 16.6 µM | INS-1E GLuc reporter insulin secretion, 2-3 h;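 active = lowest replicate activation of at least 40%, so every replicate reaches that level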;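 also: 0% = median of neutral control wells and 100% = median of IBMX positive control wells; some compounds called inactive have numbers as strong as hits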
Casp6 inh – blocks human caspase-6 cleavage activity; AID 686996; inhibition, % at 12.5 µM; purified caspase-6, Z-VEID-R110 cleavage fluorescence; 350,000 compounds, 0.53% hits; P55212;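 active = mean inhibition across replicates at least about 35%, with every replicate also reaching that limit, limit read from the data; inconclusive = only one of the two criteria met; inactive = neither criterion met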;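 also: 0% = median of neutral control wells and 100% = no fluorescence left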
RAD52 inh – RAD52 (human) annealing inhibition. AID 651710. 360,000 compounds, 0.46% hits. recombinant RAD52 DNA annealing, FRET fluorescence. inhibition, % at 18.7 µM;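 active = every replicate showing at least 50% inhibition; inconclusive = mean inhibition at least 50% but not in every replicate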
Target sequence (P43351 whole entry, looked up): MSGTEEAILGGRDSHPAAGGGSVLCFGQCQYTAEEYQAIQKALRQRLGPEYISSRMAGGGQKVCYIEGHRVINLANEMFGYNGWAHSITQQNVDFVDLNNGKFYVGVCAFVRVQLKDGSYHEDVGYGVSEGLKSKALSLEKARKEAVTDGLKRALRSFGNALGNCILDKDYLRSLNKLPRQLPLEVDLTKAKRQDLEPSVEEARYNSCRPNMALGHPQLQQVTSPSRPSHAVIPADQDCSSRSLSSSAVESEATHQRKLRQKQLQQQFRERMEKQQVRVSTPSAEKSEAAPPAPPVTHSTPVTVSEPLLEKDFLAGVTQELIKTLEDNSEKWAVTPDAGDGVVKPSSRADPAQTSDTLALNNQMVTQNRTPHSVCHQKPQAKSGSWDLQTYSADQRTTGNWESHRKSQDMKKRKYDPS
Xi reactivation – activators of X-chromosome reactivation in mouse fibroblasts; XiGFP mouse fibroblasts, % GFP-positive cells imaging, 3 d; cells co-treated with 5-aza-dC sensitizer; scaled so ellipticine positive control = 100%; activation, % at 7.58 µM; 360,000 compounds, 0.055% hits; AID 743238;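 active = mean normalized replicate activation at least 10% and every replicate at or above 10%; inconclusive = only one of the two criteria met; inactive = mean below 10% and not all replicates reach 10%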;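 also: 0% = median of on-plate neutral control wells and 100% = ellipticine 6 µM median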
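Assay system: SV40-immortalized XiGFP fibroblast cells, line 68-5-11; buffer or medium: DMEM plus 5-aza-dC sensitizer; compound: one concentration, pinned; timing: compounds 3 days, fix/stain 15 min at room temperature; benchmarks: positive control ellipticine, 6 µM final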
F508del corr – correctors of CFTR F508del function in bronchial epithelial cells; CFBE cells, YFP halide quenching; stimulated with forskolin plus potentiator P3; % fluorescence drop versus neutral controls; activity (quench increase), % at 7.58 µM; 350,000 compounds, 0.36% hits;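 active = mean added fluorescence quench of at least 8% versus neutral control, with both replicates also reaching 8%; inconclusive = only one of the mean or replicate conditions met; inactive = mean below 8% and not both replicates reaching 8%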;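 also: cells transiently co-express mutant CFTR-F508del with the halide-sensitive YFP; corrector assay measuring rescue of mutant channel to the surface after 24 h compound exposure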
Numbers without * were called inactive; u = inconclusive; x = not tested or not shown; & = joins results of further samples.

SMILES | RAD54 inh | DENV2 CPE | E-sel inducer | GSIS activator | Casp6 inh | RAD52 inh | Xi reactivation | F508del corr
COc1cccc(-c2ccc(C3[C@@H]4CN(C(=O)C5CCCC5)C[C@H]3N4)cc2)c1 (stereo partly drawn) | x | 7.5&1.4 | 0.2&-0.6 | -14.9&-15.5 | 1.9 | -3.8&29.7 | 0.2&0.0 | -2.6&-0.9
Cc1cc([N+](=O)[O-])nn1CC(=O)Nc1cccc2nonc12 | -4.7 | -2.3 | 1.1 | -3.2 | 6.0 | -11.1 | -0.2 | 1.8
CCN1C(=O)N[C@@H](c2ccc(Br)cc2)C(C(C)=O)=C1C | 0.9 | -0.1 | 0.1 | 11.1 | 2.3 | 1.1 | -0.2 | -1.8
Cc1ccc(C(=O)CCC(=O)OCC(=O)Nc2c(C)nn(-c3ccccc3)c2C)cc1 | 8.9 | -2.7 | 2.0 | 34.2 | 6.7 | -12.9 | -0.1 | -0.3
CN(C)Cc1cc(C(C)(C)C)cc(N2CCOCC2)c1O | 1.6 | -9.2 | 0.6 | x | -1.7 | -3.0 | 0.0 | -2.2
CCOc1ccccc1OCCCNCc1ccccc1 | -0.2 | u | x | -2.4 | -4.5 | -11.8 | 0.2 | 0.4
CC(C)(C)NC(=O)/C(=C\C=C\c1ccccc1)NC(=O)c1ccc([N+](=O)[O-])cc1 | x | -3.1 | 0.0 | -0.1 | -1.3 | -7.7 | 0.0 | -5.0
COCc1nnc(NC(=O)c2ccc(S(=O)(=O)N(CC(C)C)CC(C)C)cc2)o1 | x | -6.9 | -0.3 | 2.3 | 7.6 | -11.9 | 0.0 | 3.6
Cc1ccc(CN2CCC(CNS(=O)(=O)c3ccc(-c4ccc(=O)[nH]n4)s3)CC2)cc1 | 4.3 | -3.3 | x | 53.8 | -8.8 | -62.6 | 0.1 | -1.4
COC(=O)CCCC1=CC2=C(c3ccccc3)C(=O)C(C)(OC(=O)C3CCCC3)C(=O)C2=CN1CCc1ccccn1 (stereo not drawn) | 1.9 | x | -0.2 | x | 6.9 | -4.6 | 0.0 | 2.3
Nc1c(C(=O)CSc2nnc(N3CCOCC3)n2-c2cccc(F)c2)c(=O)[nH]c(=O)n1C1CC1 | 0.2 | u | x | 9.0 | 1.6 | -7.3 | 0.2 | 0.9
COc1ccc(S(=O)(=O)N2CCC[C@H]2C(=O)N2CCC[C@H]2C(=O)N(C)Cc2ccccc2)cc1C | x | -0.3 | 7.9 | -9.5 | -5.8 | -17.7 | 0.0 | 2.7
Cn1ccc(C(=O)Nc2ccc(Br)cc2Br)n1 | x | x | -0.4 | 18.4 | x | x | 0.0 | -0.6
COc1ccc(N2C(=O)CC(Sc3nc4ccccc4s3)C2=O)cc1 (stereo not drawn) | x | -2.9 | x | -1.3 | -1.9 | -11.6 | 0.1 | -6.8
O=S(=O)(c1cccs1)N1CCN(CCc2ccccc2)CC1 | -4.2 | 1.6 | -0.3 | -2.8 | -2.4 | -10.5 | 0.1 | 0.1
C/C(=N\O)c1sc(-c2ccccc2)nc1C | x | 0.8 | x | x | -3.5 | -3.0 | -0.1 | x
CCS(=O)(=O)Nc1ccc2c(c1)C(=O)N(C)C[C@@H](OC)[C@@H](C)CN(Cc1nccs1)[C@@H](C)CO2 | -1.2 | -0.3 | -0.1 | -7.1 | -0.9 | -2.8 | -0.1 | -2.1
COc1ccc(C(C)(C)NC(=O)C2CCC(=O)N(C3CCCC3)C2)cc1OC (stereo not drawn) | -8.6 | 1.9 | -1.1 | 2.3 | 6.9 | -14.8 | 0.1 | -3.4
CO[C@@H]1CN(C)C(=O)c2ccc(NC(=O)C3CCOCC3)cc2OC[C@@H](C)N(C(C)=O)C[C@@H]1C | -2.8 | -2.7 | -0.1 | 9.4 | -2.0 | -9.8 | -0.4 | 0.0
C#CCOCCOCCOCCNc1nc(N2CCN(C(=O)Cn3cc(CCO)nn3)CC2)nc(N2CCN(C(=O)Cn3cc(CCO)nn3)CC2)n1 | -6.8 | -13.0 | 0.0 | x | 11.4 | 4.4 | 0.0 | -3.0
C[C@H]1CN([C@@H](C)CO)S(=O)(=O)c2ccc(C#CC3CC3)cc2O[C@H]1CN(C)C(=O)c1cnccn1 | -7.7 | 0.2 | -0.1 | 10.4 | 2.2 | 8.9 | -1.0 | -4.3
CO[C@H]1CC[C@@H]2CCOc3ccc(C#N)cc3C(=O)N(C)[C@H](C)C(=O)N(C)C[C@@H]1O2 | 3.6 | -2.4 | 11.3 | -1.5 | 1.9 | -13.6 | 0.5 | x
Cc1cccc(S(=O)(=O)N2CCCCN3[C@H](C2)[C@@H](c2ccc(-c4ccccc4)cc2)[C@@H]3CO)c1 | -4.9 | -8.6 | x | x | 1.0 | 0.8 | x | 7.1
COc1ccc(-n2ncc3c2CC(C)(C)CC3NC(=O)CN2CCOC2=O)cc1 (stereo not drawn) | 7.1 | -5.3 | -0.7 | -2.0 | -1.1 | -3.7 | 0.0 | -0.2
COCCNC(=O)c1ccc2c(Cl)c3c(nc2c1)CCC3 | -0.9 | u | -0.2 | x | 0.0 | 5.7 | 0.1 | -2.8
Next part:
SMILES | RAD54 inh | DENV2 CPE | E-sel inducer | GSIS activator | Casp6 inh | RAD52 inh | Xi reactivation | F508del corr
Cc1cc(C(=O)CCl)c(C)n1CC1COc2ccccc2O1 (stereo not drawn) | -4.2 | x | x | 4.4 | 7.5 | -9.6 | 0.1 | 0.7
Cc1ccc(S(=O)(=O)n2nc(OC(=O)c3c(F)cccc3Cl)cc2N)cc1 | -4.4 | 3.7 | x | -12.4 | -1.3 | -11.3 | 0.2 | -1.7
CCN(CC(=O)Nc1ccc(OC)cc1)C(=O)c1ccc(Cl)c(S(=O)(=O)N2CCCC2)c1 | 8.7 | -12.5 | x | 1.5 | -0.6 | -6.4 | -0.1 | -3.9
Cc1sc(NC(=O)CN(Cc2ccccc2)C(=O)C(C)C)c(C(N)=O)c1C | x | -2.2 | x | -3.9 | -0.7 | -13.4 | 0.2 | 2.2
Cc1ccc(C2NC(=NCc3ccccc3)Nc3nc(C)cc(=O)n32)cc1 (stereo not drawn) | 5.1 | 2.1 | 1.8 | 23.6 | 0.9 | -4.9 | 0.1 | -0.2
O=C(Cc1cccs1)Nc1ccc(Cl)c(S(=O)(=O)N2CCOCC2)c1 | 0.2 | 9.9 | -0.1 | -2.4 | -1.4 | -8.7 | 0.0 | -0.5
CC1CN(C(=O)CSc2nc(N)cc(N)n2)CC(C)O1 (stereo not drawn) | -5.8 | u | x | 5.3 | -0.9 | -5.8 | 0.1 | 0.2
COc1ccc(NC(=O)Nc2ccc3c(c2)CC(=O)N([C@@H](C)CO)C[C@H](C)[C@H](CN(C)C(=O)NC2CCCCC2)O3)cc1 | x | -2.9 | -0.1 | 1.1 | x | 9.3 | 0.1 | 0.9
COc1ccccc1NC(=O)N1C[C@H](O)COC[C@H]2O[C@@H](CC(=O)NCCc3ccncc3)CC[C@@H]21 | -12.2 | -4.2 | -0.2 | 8.5 | 1.3 | 2.6 | -0.1 | 1.3
CO[C@H]1CN(C)C(=O)c2cc(NC(C)=O)ccc2OC[C@@H](C)N(C(=O)c2ccccc2)C[C@H]1C | -0.6 | 4.2 | -0.2 | -10.2 | 1.5 | 3.7 | 0.5 | x
COc1ccc(/C=N/NS(=O)(=O)c2ccc(NC(C)=O)cc2)cc1 | x | 2.4 | -0.6 | -11.9 | 1.0 | -7.4 | 0.0 | 0.4
CC(C)=CCc1c(O)cc(O)c2c1OC(c1ccc(O)cc1)CC2=O (stereo not drawn) | 2.6 | -6.5 | x | x | 3.8 | -2.8 | x | -1.5
Cc1ccc(C)c(CN2CCCN(Cc3cc(C)ccc3C)S2(=O)=O)c1 | 2.7 | 3.4 | 0.3 | 9.8 | -0.7 | -13.4 | 0.6 | 0.7
CN(C)Cc1c(C(=O)N/N=C/C2CC=CCC2)nnn1-c1nonc1N (stereo not drawn) | 10.7 | -0.5 | -0.2 | 9.0 | -0.4 | 0.0 | 0.0 | -1.9
CC1CCN(C(=O)c2[nH]cnc2C(=O)Nc2ccccc2F)CC1 | 3.3 | 3.9 | -0.5 | 0.7 | -1.4 | -12.0 | 0.0 | -1.5
COc1ccc(N2C(=O)c3ccccc3NC(=O)C2C(=O)NCC(C)C)cc1 (stereo not drawn) | x | -1.5 | 2.8 | 6.1 | -2.2 | -19.1 | -0.1 | -0.2
COc1cccc(/C=N/Nc2ccc([N+](=O)[O-])cc2)c1O | 0.8 | u | -0.1 | -20.5 | -1.6 | -7.3 | 0.0 | 1.2
CCC(=O)N(C)C[C@H]1Oc2ncc(-c3cccc(OC)c3)cc2C(=O)N([C@H](C)CO)C[C@H]1C | -4.6 | -6.2 | 0.6 | 10.1 | -1.5 | 5.5 | -1.3 | -0.3
COc1ccc(C(=O)NN/C(C)=C/C(=O)C(F)(F)C(F)(F)C(F)(F)F)cc1 | x | 2.0 | -2.2 | -8.9 | 0.1 | -7.0 | -0.1 | x
C/C(O)=C/c1nc2ccccc2[nH]c1=O | x | 7.7 | x | 8.4 | 2.5 | -22.9 | 0.0 | -1.2
COC(=O)/C(C(C)=O)=C(\C=C\N(C)C)N(C)C | 0.8 | x | x | 17.0 | 1.4 | -3.0 | x | -1.3
C[C@H](O)C#Cc1ccc([C@H]2[C@H]3CN(C(=O)Nc4ccccc4)CCCCN3[C@H]2CO)cc1 | 7.1 | -3.6 | -0.7 | -6.5 | 3.3 | -24.5 | 0.1 | -1.5
Cc1ccc(S(=O)(=O)NNC(=O)C2COc3ccccc3O2)cc1C (stereo not drawn) | x | 7.9 | 2.5 | 10.6 | 9.7 | -0.2 | 0.0 | -0.8
O=C(NCc1ccccc1F)[C@H]1[C@H](CO)[C@H]2Cn3c(cccc3=O)[C@H]2N1CC1CC1 | -3.3 | 0.1 | -0.2 | 8.0 | -0.3 | 3.2 | 0.0 | -1.0
CCOc1ncccc1C(=O)NCc1ccccc1Cl | -0.9 | -3.0 | 0.1 | 32.3 | 2.1 | 2.0 | -0.1 | 0.8
O=C(COC(=O)c1cccc(C(=O)OCC(=O)NC2CC2)n1)NC1CC1 | x | 5.6 | 1.4 | 13.9 | -3.3 | 0.9 | 0.0 | -3.5
Cc1ccccc1C(=O)c1cccn1CC(=O)NC(C)c1ccccc1 (stereo not drawn) | -19.8 | 2.0 | x | -12.6 | 2.5 | -24.4 | 0.1 | 1.2
O=C(Cn1cnc2c(nnn2-c2ccc(F)cc2)c1=O)NCC1CCCO1 (stereo not drawn) | 3.7 | x | x | 1.8 | 0.3 | -14.1 | x | -1.6
CC(C)CC#Cc1ccc2c(c1)O[C@H](CN(C)C(=O)Cc1ccccc1)[C@@H](C)CN([C@H](C)CO)S2(=O)=O | -6.1 | -2.8 | -0.1 | -10.7 | -3.0 | 21.4 | -1.4 | -3.1
CCN(C(=O)CSc1nnnn1C)C1CCS(=O)(=O)C1 (stereo not drawn) | -18.6 | 3.3 | 0.9 | -4.3 | -5.3 | 5.0 | -0.1 | 3.8

Assay outcomes (PubChem BioAssay)
